Assay outcomes from PubChem.
Pf growth 48h: Primary qHTS for delayed death inhibitors of the malarial parasite plastid, 48 hour incubation; Potency, µM (titrated, usually from 28.7 µM), for inactives: at the top dose activity change, negative = inhibition, actives largely listed as inhibitors; actives 5.9% (n = 310,000); P. falciparum luciferase growth in erythrocytes, 48 h; further: potency means the concentration at half of the fitted maximal effect; on the % scale 0 is the no-effect control and ±100 the full control effect
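A one-generation exposure of luciferase-tagged malaria parasites in RPMI 1640/Albumax erythrocyte culture, 37 C and 5% CO2. Inhibition is inferred from decreased luminescence after adding detection reagent.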
Pf growth 96h: Primary qHTS for delayed death inhibitors of the malarial parasite plastid, 96 hour incubation; P. falciparum luciferase reporter growth, 96 h; Potency, µM (series often up to 28.7 µM), for inactives: at the top dose activity change, negative = inhibition, hits mostly inhibitors; actives 6.9% (n = 320,000); AID 504834, 2011; further: potency means the concentration at half of the fitted maximal effect; on the % scale 0 is the no-effect control and ±100 the full control effect
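Infected RBCs, 2% Hct / 0.05% parasitemia final; luciferase-reporter P. falciparum; cpd 96 h, 37 C, 5% CO2; luciferase detection reagent; luminescence.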
TbPYK inhibitor: qHTS of Trypanosoma Brucei Inhibitors. Potency, µM (top dose mostly 76.8 µM), for the others: top-dose activity, negative = inhibition, usual class: inhibitors. pyruvate kinase (Trypanosoma brucei), Q57TT1. actives 0.12% (n = 410,000). TbPYK enzyme, Kinase-Glo Plus ATP luminescence, 45 min; further: potency means the concentration at half of the fitted maximal effect; on the % scale 0 is the no-effect control and ±100 the full control effect; nearly all actives have a fitted effect of over 50% in size
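Luminescence from Kinase-Glo Plus, added after a 45-minute room-temperature reaction, served as the end-point read-out. The enzyme and substrate were preincubated with compound before ADP (130 uM final) initiated turnover. Concentration-effect curves came from normalized qHTS data.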
AMA1 RON2 block: qHTS for Inhibitors of AMA1-RON; Towards Development of Antimalarial Drug Lead: Primary Screen; Plasmodium falciparum AMA1 (3D7) - RON2 peptide interaction; actives 0.2% (n = 360,000); AID 720542, 2013; Potency, µM (series often up to 58.2 µM), for the others: at the top dose activity change, negative = inhibition, hits mostly inhibitors; AlphaScreen AMA1-biotinylated RON2 peptide binding;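 further: potency means the concentration at half of the fitted maximal effect; 0% = vehicle wells and -100% = peptide control; nearly all actives have a fitted effect of over 45% in size; some results filed as inactive show a strong effect at the top dose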
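AMA1 (3D7) with his tag at 25 nM final met compounds first, then biotinylated RON2 peptide at 25 nM; detection used donor plus acceptor beads, 10 µg/mL apiece, read by AlphaScreen after 30 min at room temperature.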
Shiga inhibitor: A qHTS for Small Molecule Inhibitors of Shiga Toxin; AID 2315, 2010; actives 9.2% (n = 290,000); inhibition, % at 38.7 µM; Vero cells, Shiga toxin protein synthesis inhibition reporter; in the data active means inhibition mostly above about 28%, no sharp cut-off; inactive means mostly below about 43%; further: 0% is about no effect
LmPK inh: qHTS Assay for Inhibitors of Leishmania Mexicana Pyruvate Kinase (LmPK); purified LmPK, Kinase-Glo ATP luminescence, 1 h; Potency, µM (series often up to 57.5 µM), without a hit: top-dose activity change, negative = inhibition, hits mostly inhibitors; actives 0.37% (n = 290,000); AID 1721, 2009; further: potency means the concentration at half of the fitted maximal effect; on the % scale 0 is the no-effect control and ±100 the full control effect
Target sequence (Q27686 whole entry, looked up): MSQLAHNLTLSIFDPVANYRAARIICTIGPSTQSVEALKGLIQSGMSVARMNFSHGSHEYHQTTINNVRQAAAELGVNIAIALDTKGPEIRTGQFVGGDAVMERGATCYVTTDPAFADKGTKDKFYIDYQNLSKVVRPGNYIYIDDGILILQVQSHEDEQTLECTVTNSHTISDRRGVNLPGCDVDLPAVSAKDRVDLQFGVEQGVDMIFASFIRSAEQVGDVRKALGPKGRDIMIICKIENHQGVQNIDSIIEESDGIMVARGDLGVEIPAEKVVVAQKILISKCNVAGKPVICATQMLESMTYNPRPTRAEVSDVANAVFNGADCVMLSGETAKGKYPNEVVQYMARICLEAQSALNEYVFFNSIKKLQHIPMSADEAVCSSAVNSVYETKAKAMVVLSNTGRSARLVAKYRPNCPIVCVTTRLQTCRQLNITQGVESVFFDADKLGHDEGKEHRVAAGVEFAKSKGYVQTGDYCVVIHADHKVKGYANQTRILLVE
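Purified LmPK (0.1 nM) converted ADP (0.1 mM) to ATP with PEP (0.5 mM) in imidazole buffer pH 7.2 with KCl and MgCl2, 1 h at room temperature. ATP was read by Kinase-Glo luminescence; data normalized to uninhibited and no-enzyme controls.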
Cycloheximide cs: Cycloheximide Counterscreen for Small Molecule Inhibitors of Shiga Toxin; cell reporter, cycloheximide protein synthesis inhibition counterscreen; max response, %; actives 12% (n = 300,000); in the data active means max response mostly above about 13%, no sharp cut-off; inactive means mostly below about 14%; further: read at 38.3 µM for the half of the compounds with a filed dose; 0% is about no effect
* = called active by the depositor; ? = inconclusive; . = no result given; [ ] = another dose, or the depositor's remark. Unless noted, the call rests on the fitted dose curve; in most records, active means well fitted curve in the direction sought with a large enough effect; inconclusive means small, poorly fitted or top-dose-only effect, or another doubt; inactive means no such curve, though single readings can be large; an effect the other way counts as inactive or inconclusive.

SMILES	Pf growth 48h	Pf growth 96h	TbPYK inhibitor	AMA1 RON2 block	Shiga inhibitor	LmPK inh	Cycloheximide cs
CCC(=Nc1ccc(OC)cc1OC)c1c(O)n(C2CCCCC2)c(=O)[nH]c1=O	7.4µM*	?	0%	-18%	-12	-1%	-4
CCn1nc(NC(=O)C(C)C)c2cc3ccc(C)cc3nc21	-14%	-26%	-4%	9%	-6	-6%	-3
CCN(CC)CCN(C(=O)CCS(=O)(=O)c1ccccc1)c1nc2cc(C)cc(C)c2s1	?	?	-19%	0%	-5	-9%	-2
CC1CCCN(CC(O)COCC2COc3ccccc3O2)C1 (centres undefined)	17%	-4%	3%	-1%	-13	-1%	4
O=C(NCCC1CCCCN1S(=O)(=O)c1ccc(F)cc1)C(=O)NC1CC1 (centres undefined)	?	-5%	-1%	24%	.	.	.
O=C(CSc1nc2ccc(Nc3nc(N4CCOCC4)nc(N4CCOCC4)n3)cc2s1)Nc1ccccc1F	?	10µM*	1%	-7%	-2	-7%	1
COc1cc(CNC23CC4CC(CC(C4)C2)C3)ccc1OCc1ccccc1	?	-20%[5.75 µM]	-2%	-5%	11	2%	-2
CS(=O)(=O)C1=NN2C(=N)/C(=C\c3ccc(OCCOc4ccccc4)cc3)C(=O)N=C2S1	?	325%[activator]	-5%	28%	13	2%	9
COc1ccccc1NC(=O)Nc1nnc(Cc2ccc(F)cc2)s1	-2%	?	3%	-1%	22	-10%	-2
CC1=NN(C(=O)c2csc(C(C)C)c2)C(O)(C(F)(F)F)C1 (centres undefined)	?	36%[activator]	1%	18%	-8	5%	-4
COc1ccc(CC(=O)NC(CC(=O)O)c2cccc([N+](=O)[O-])c2)cc1 (centres undefined)	-14%	27%	-6%	9%	9	1%[11.5 µM]	-1
COc1cccc(NC(=O)CN(C)C(=O)/C=C/c2cn(-c3ccccc3)nc2-c2cccs2)c1	?	3%	1%	37%[activator]	.	.	.
COCCCNC(=O)CCCN1C(=O)c2cccnc2Sc2ccccc21	-15%	-26%	-8%	9%	-2	-7%	7
Cc1ccc(CN2CCN(/N=C/c3ccccc3)CC2)cc1	1%	2%	-10%	-26%	17	0%	-2
CCCCC(=O)Nc1cc(OC)c(NC(=S)NC)cc1OC	-1%	0%	1%	3%	8	13%	-7
CCOC(=O)Cn1c(CN2CC(C)OC(C)C2)nc2c1c(=O)n(C)c(=O)n2C (centres undefined)	0%	30%	0%	-4%	10	-1%	-2
COc1ccc(-c2cc(C(=O)OCC(=O)c3ccc(C)c([N+](=O)[O-])c3)c3ccccc3n2)cc1	5%	-43%	1%	6%	8	1%	4
N#Cc1c(-c2ccccc2)[nH]c(=O)[nH]c1=O	23%	-24%	-5%	-18%	21	-15%	7
CC(=O)Nc1ccc(NC(=O)c2cc(=O)c3cc(C)c(C)cc3o2)cc1	.	?	-1%	12%	-4	2%	-4
Cc1ccc(-n2nc3c(c2NC(=O)c2ccccc2)CS(=O)(=O)C3)cc1C	-7%	-19%	7%	2%	26	2%	11
N#Cc1c(-c2ccco2)nc(SCC(=O)Nc2cccc(Cl)c2)[nH]c1=O	13%	?	-8%	3%	-10	7%	-2
CC1CCN(S(=O)(=O)N2CCC(C(=O)N3CCC(N(C)CC4CCCO4)CC3)CC2)CC1 (centres undefined)	.	-59%	4%	-6%	-8	0%	-4
O=c1oc(/C=C/c2ccc([N+](=O)[O-])s2)nc2ccccc12	?	0.083µM*	-3%	-1%	17	2%	12*
COc1ccc(C(Sc2ccccc2)c2ccccc2)cc1OC (centres undefined)	?	?	0%	48%[activator]	.	.	.
NC(=O)CC(NC(=O)Cc1ccc(Br)cc1)c1ccc(NCCc2cccc(F)c2)c([N+](=O)[O-])c1 (centres undefined)	?	?	-2%	-14%	-6	-1%	-3
O=S(=O)(/N=C(/c1ccc(Cl)cc1)N1CCOCC1)c1ccc(Cl)cc1	7%	4%	7%	-2%	-20	-1%	-2
COc1ccc(CNc2ccc(C)c(C)c2)cc1	69%[activator]	0%	4%	2%	57*	-3%	41*
Cc1cccc(C)c1NC(=O)C(C)N1CCCC1 (centres undefined)	.	11%	-6%	-2%	-2	-2%	-2
N#Cc1cc(-c2ccccc2)nn1-c1ccccc1	8%	-5%	14µM*	12%	16	25µM*	19
CCOC(=O)C1=C(N)OC(C)=C(C#N)C1c1ccco1 (centres undefined)	6%	?	-6%	27%	-2	-3%	-5
COc1ccccc1CN1CCN(Cc2cc(OC)c(OC)cc2OC)CC1	?	-12%	-1%	?	8	-3%	4
NC1=NC(=O)CC(C(=O)Nc2cccc3ccccc23)S1 (centres undefined)	12%	?	-8%	-7%	-6	-5%	5
COc1cccc2c1-c1c(O)cccc1C2=O	-2%	6%	8%	4%	.	1%	-1
CN(C(=O)CSc1nnnn1C)C1(C#N)CCCCC1	-11%	22%	-1%	3%	.	.	.
Cc1cc(OC(C)C(N)=O)nc(-c2ccccc2)n1 (centres undefined)	15µM*	10%	4%	53%[activator]	13	-5%	5
CCOC(=O)N=Nc1c2ccccc2c2nc3no[nH]c3nc12	1µM*	19%	3%	7%	27	-5%	5
CCOC(=O)/C(=N\Nc1cccc(Cl)c1)Sc1nnc(-c2ccc(OC)cc2)n1C	-3%	19%	-26%	47%[activator]	1	-8%	0
O=C(O)Cn1ccnc1	.	5%	1%	12%	-5	3%	-1
CCOC(=O)C1(Cc2ccccc2C)CCCN(Cc2cc(OC)c(O)c(OC)c2)C1 (centres undefined)	?	-27%	-2%	-1%	38*	4%	13*
Cc1ccc(Cl)c(NC(=O)COC(=O)C2CCC2)c1Cl	-8%	16%	3%	4%	.	.	.

4 entries from above, set out differently:
CCOC(=O)C1(Cc2ccccc2C)CCCN(Cc2cc(OC)c(O)c(OC)c2)C1 (centres undefined)
- Pf growth 48h = ?
- Pf growth 96h = -27%
- TbPYK inhibitor = -2%
- AMA1 RON2 block = -1%
- Shiga inhibitor = 38*
- LmPK inh = 4%
- Cycloheximide cs = 13*
CCOC(=O)N=Nc1c2ccccc2c2nc3no[nH]c3nc12
- Pf growth 48h = 1µM*
- Pf growth 96h = 19%
- TbPYK inhibitor = 3%
- AMA1 RON2 block = 7%
- Shiga inhibitor = 27
- LmPK inh = -5%
- Cycloheximide cs = 5
CCOC(=O)/C(=N\Nc1cccc(Cl)c1)Sc1nnc(-c2ccc(OC)cc2)n1C
- Pf growth 48h = -3%
- Pf growth 96h = 19%
- TbPYK inhibitor = -26%
- AMA1 RON2 block = 47%[activator]
- Shiga inhibitor = 1
- LmPK inh = -8%
- Cycloheximide cs = 0
CN(C(=O)CSc1nnnn1C)C1(C#N)CCCCC1
- Pf growth 48h = -11%
- Pf growth 96h = 22%
- TbPYK inhibitor = -1%
- AMA1 RON2 block = 3%
- Shiga inhibitor = .
- LmPK inh = .
- Cycloheximide cs = .

(next part)
SMILES	Pf growth 48h	Pf growth 96h	TbPYK inhibitor	AMA1 RON2 block	Shiga inhibitor	LmPK inh	Cycloheximide cs
COC(=O)COc1ccc(S(=O)(=O)Nc2cc(OC)ccc2OC)cc1	31%[activator]	?	.	.	-19	3%	9
Cc1cc(C)c2cc(C#N)c(SCC(=O)Nc3cc(C)on3)nc2c1	14%	-18%	2%	-6%	-5	-1%	-7
COc1ccc(F)cc1S(=O)(=O)N1CCN(c2ccccn2)CC1	-4%	?	?	-13%	6	0%	-1
CC(=O)Nc1ccc2nc(NC(=O)C(Cl)(Cl)Cl)sc2c1	33%[activator]	?	-3%	14%	8	0%	-1
COc1ccc(C2(C(=O)NCCc3ccccc3)CCCC2)cc1	?	162%[activator]	-2%	-1%	-3	-1%	1
CCCCn1c(=O)[nH]c(=O)c2c1nc(-c1ccccc1F)n2Cc1ccccc1	?	?	-4%	-10%	-7	0%	11
Cc1ccc(NC(=O)COC(=O)CCn2c(C)csc2=O)cc1S(=O)(=O)N1CCOCC1	?	?	3%	-2%	.	.	.
Cc1nc(N2CCCCC2)c2c(C)c(C(=O)Nc3ccccc3C(F)(F)F)sc2n1	9.3µM*	?	1%	-14%	41	5%	-5
O=S(=O)(Cc1ccccc1)Nc1ccc(S(=O)(=O)N2CCCC2)cc1	2.3µM*	5%	-2%	-10%	6	5%	-2
Cc1cc(SCC(=O)NC2(C#N)CCCCC2)nc2c(C)cccc12	-2%	5%	0%	5%	.	.	.
COC(=O)C1=C(C(=O)OC)C(c2ccccc2O)c2sc(=O)[nH]c2S1 (centres undefined)	10%	5%	-15%	5%	-5	2%	-4
Cc1ccc(C(=O)OCC(=O)NCc2cccs2)cc1C	40%[activator]	30%[activator]	3%	-2%	11	6%	14*
Cc1ccc(/C=C/C(=O)Nc2ccc(S(=O)(=O)Nc3onc(C)c3C)cc2)cc1	25%	1%	-3%	6%	2	-6%	-3
CCOc1cc(C(=O)OCC(=O)c2c(C)[nH]c3ccccc23)ccc1OCC(=O)N1CCOCC1	?	-30%	7%	-4%	43	4%	-2
COc1ccccc1NS(=O)(=O)c1ccc(C(=O)N2CCN(c3ccccc3O)CC2)cc1	?	12µM*	-12%	32%[activator]	.	.	.
Nc1nc(Sc2ccc(C(F)(F)F)cn2)n[nH]1	-8%	-19%	-7%	0%	4	-3%	-4
COc1ccccc1NS(=O)(=O)c1cc([N+](=O)[O-])ccc1N/N=C/c1sc(N2CCOCC2)nc1-c1ccccc1	3.3µM*	?	2%	-3%	14	-8%	-2
O=C(O)C1CCCCC1C(=O)NCCc1ccccc1 (centres undefined)	-2%	15%	-2%	-12%	13	-1%	-1
Cc1cc(NC(=O)C(=O)NCc2cccc(Cl)c2)no1	-17%	6%	1%	-3%	3	1%	1
CC(=O)N1CCN(C(=O)CNc2cc(C(F)(F)F)ccc2OCC(F)(F)F)CC1	-24%	170%[activator]	6%	0%	-7	-3%	-4
COc1cccc(C(=O)Nc2c[nH]c(=O)[nH]c2=O)c1	66%[activator]	29%	-8%	18%	-1	-7%	0
CC(/C=N/NC(=O)Cn1cnc2ccccc21)=C\c1ccccc1	-18%	0%	2%	0%	-9	2%	-4
CN(Cc1ccccc1)C(=O)COc1ccc(Br)cc1Cl	6%	29%	-10%	19%	38	13%	20*
O=C(CCc1nnc2ccc(N3CCCC3)nn12)Nc1ccc(F)cc1F	-12%	2%	-25%	6%	-10	-1%	-5
COc1ccc(/C=N/NC(=O)c2ccc3nc[nH]c3c2)cc1	-16%	64%[activator]	-3%	-18%	48	-1%	7
O=C(/C=C/c1cccs1)Nc1ccc([N+](=O)[O-])cc1	78%[activator]	256%[activator]	-8%	-2%	30*	-2%	48*
Cc1nnc2ccc(Oc3ccc(-c4ccccc4)cc3)nn12	17%	.	-1%	-13%	15	3%	6
N#Cc1cccc(NC(=O)COc2ccc(-n3ccnc3)cc2)c1	?	?	10%	18%	7	-4%	-2
CCOc1ccc(/C=N/Nc2nc(=O)[nH]nc2C)cc1OC	?	?	-5%	119%[activator]	34*	-23%	32*
